Kir21 inh = inhibitors of mouse Kir2.1 inward-rectifier potassium channel | P35561 | HEK293-Kir2.1, FluxOR thallium flux fluorescence; stronger effect = lower value | B-score at 10 µM | 310,000 compounds, 0.85% hits;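 active = fluorescence ratio B-score at or below minus 3 SD of library scores, with starting-brightness B-score within 2 SD, cut at about -4.2 in these data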;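 note: channel flux triggered by added potassium and thallium sulfate stimulus; B-score of peak minus minimum fluorescence over baseline after thallium stimulus; more negative B-score means stronger Kir2.1 block with less thallium influx; some compounds called inactive have numbers as strong as hits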
Target sequence (P35561 whole entry, looked up): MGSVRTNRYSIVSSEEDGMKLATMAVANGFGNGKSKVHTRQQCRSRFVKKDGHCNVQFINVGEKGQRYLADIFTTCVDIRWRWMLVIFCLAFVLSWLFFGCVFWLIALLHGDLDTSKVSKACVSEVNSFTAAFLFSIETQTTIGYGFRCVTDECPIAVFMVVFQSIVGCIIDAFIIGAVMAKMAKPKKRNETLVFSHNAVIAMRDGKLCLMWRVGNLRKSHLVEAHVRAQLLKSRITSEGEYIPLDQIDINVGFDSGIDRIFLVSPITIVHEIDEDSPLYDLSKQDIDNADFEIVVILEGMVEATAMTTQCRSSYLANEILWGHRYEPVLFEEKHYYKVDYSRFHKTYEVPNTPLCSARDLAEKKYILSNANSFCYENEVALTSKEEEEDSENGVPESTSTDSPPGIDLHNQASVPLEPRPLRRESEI
STK33 inh = human STK33 kinase inhibition; inhibition, % at 10 µM; purified STK33, MBP phosphorylation, ADP-Glo luminescence; AID 2661; 320,000 compounds, 0.073% hits;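 active = inhibition at or above 25%, using the most active replicate where run in duplicate; inactive = inhibition below 25%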
Target sequence (Q9BYT3 whole entry, looked up): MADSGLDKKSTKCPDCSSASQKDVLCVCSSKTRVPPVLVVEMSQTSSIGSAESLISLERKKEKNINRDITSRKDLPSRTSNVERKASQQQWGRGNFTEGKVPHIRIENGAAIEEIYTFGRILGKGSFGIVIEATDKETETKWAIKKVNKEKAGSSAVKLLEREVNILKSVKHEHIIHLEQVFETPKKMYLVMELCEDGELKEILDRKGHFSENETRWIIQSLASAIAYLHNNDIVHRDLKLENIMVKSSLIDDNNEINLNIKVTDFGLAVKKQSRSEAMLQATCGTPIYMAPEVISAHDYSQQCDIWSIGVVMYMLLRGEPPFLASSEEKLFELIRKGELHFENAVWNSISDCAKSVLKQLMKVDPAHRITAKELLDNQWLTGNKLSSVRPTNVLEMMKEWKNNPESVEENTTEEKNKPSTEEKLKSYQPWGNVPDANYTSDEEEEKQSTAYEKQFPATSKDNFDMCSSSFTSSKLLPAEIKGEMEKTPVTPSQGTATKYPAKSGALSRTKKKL
* marks the source's active call; other numbers are inactive results; . = not tested or not shown.

SMILES	Kir21 inh	STK33 inh
COc1ccccc1NC(=O)Nn1cnnc1	0.19	-2.1
CN(C(=O)CSc1nnc(-c2ccco2)n1Cc1ccccc1)C1CCS(=O)(=O)C1 (stereo not drawn)	.	2.2
NS(=O)(=O)c1ccc(CNC(=O)c2ccc3ccccc3n2)cc1	0.91	-1.2
CC(=O)NCc1ccc(S(=O)(=O)N/N=C/c2ccc(N(C)C)cc2)cc1	0.76	1.0
CN1CCC(N2CCCC(C(=O)O)C2)CC1 (stereo not drawn)	1.6	-2.4
CC(=O)N1CCN(C(=O)c2ccc(C)c(S(=O)(=O)N3CCCCC3)c2)CC1	.	-0.5
COc1ccccc1/C=C/C=N/NC(=O)c1cc(-c2ccco2)[nH]n1	0.11	2.0
O=C(COC(=O)c1c(F)cccc1F)Nc1ccc2[nH]c(=O)[nH]c2c1	2.02	-0.5
O=C(/C=C/c1cccc(C(F)(F)F)c1)Nc1cccc(C(F)(F)F)c1	0.16	-0.2
O=C(c1ccc(=O)oc1)N1CCOCC1	-3.32	2.1
Cc1ccc(C(=O)Cn2nnc3ccccc32)cc1C	0.08	-1.6
COc1ccc(C(=O)NC2CCCc3ccccc32)cc1 (stereo not drawn)	0.14	-0.5

Brought forward from above: 4 compounds, then new ones.
SMILES	Kir21 inh	STK33 inh
O=C(/C=C/c1cccc(C(F)(F)F)c1)Nc1cccc(C(F)(F)F)c1	0.16	-0.2
O=C(c1ccc(=O)oc1)N1CCOCC1	-3.32	2.1
Cc1ccc(C(=O)Cn2nnc3ccccc32)cc1C	0.08	-1.6
COc1ccc(C(=O)NC2CCCc3ccccc32)cc1 (stereo not drawn)	0.14	-0.5
CCC(C(=O)OCc1csc(CC(=O)Nc2ccccc2C)n1)c1ccccc1 (stereo not drawn)	.	2.4
c1coc(-c2ccnc(-n3cccc3)n2)c1	-0.28	.
CCOC(=O)CC(NC(=O)c1cccc2c1C(=O)N(Cc1cccnc1)C2)c1ccc(OC(C)C)cc1 (stereo not drawn)	-1.77	0.6
CCN(CC)c1ccc(/C=N/NC(=O)c2c[nH]c3ccccc23)cc1	-0.33	-0.2
CCn1c(SCC(=O)N/N=C/c2ccc(C)o2)nnc1-c1ccc(C)cc1	0.04	-0.6
COc1ccc(S(=O)(=O)N2CCCC2C(=O)NCc2ccccc2Cl)cc1 (stereo not drawn)	-0.04	-1.0
N#C/C(=C\c1ccccc1)C(=O)N1CCN(c2ccccc2F)CC1	-5.14*	0.1
COc1ccc(C(=O)c2ccccc2O)c(O)c1	.	0.1
Cc1nc2ccc(NC(=O)NCc3ccco3)cc2s1	-0.34	0.2
C=CCSc1nnc(NC(=O)C23CC4CC(CC(NC(C)=O)(C4)C2)C3)s1	-0.05	5.8
Cc1ccc(S(=O)(=O)NCC(=O)OCC(=O)NCc2cccs2)cc1	0.03	-0.6
CCOC(=O)c1cc(CC)sc1/N=C/C1=C(O)CC(C)(C)CC1=O	-0.32	-1.2
CC(C)c1ccc(NC(=S)NCc2ccc3c(c2)OCO3)cc1	1.84	-0.8
O=C(O)CCC(=O)Nc1ccc(Cc2ccc(NC(=O)CCC(=O)O)c(O)c2)cc1O	1.59	0.5
CCOC(=O)c1c(N2C(=O)Nc3ccccc3N2O)n[nH]c1-c1cccc(Cl)c1	0.11	0.9
NC(=O)c1cccnc1Sc1ccc(Cl)cc1	-0.41	-2.3
Cc1ccc(-n2nc3c(c2NC(=O)C2CC2)CS(=O)(=O)C3)cc1C	2.13	-0.6
CN(C)S(=O)(=O)N1CCC(CCCC2CCN(S(=O)(=O)N(C)C)CC2)CC1	-1.81	-0.5
N/C(Cc1ccc([N+](=O)[O-])cc1)=N\OC(=O)CC1CCCCC1	-1.11	-3.6
CCOc1ccc(C(=O)N2CCCC(c3nc(-c4cccs4)no3)C2)cc1 (stereo not drawn)	0.55	0.3
CCn1c(SCC(=O)NCC2CCCO2)nc2ccccc21 (stereo not drawn)	.	-0.6
COc1ccccc1/C=C1\SC(=O)N(CC(=O)N(C)C2CCS(=O)(=O)C2)C1=O (stereo not drawn)	2.69	-1.6
CC(=O)Nc1ccc(OCC(O)Cn2nc(C)c(Br)c2C)cc1 (stereo not drawn)	-1.46	1.0
Cn1c(=O)n(C)c2cc(NS(=O)(=O)c3ccc(Br)s3)ccc21	-2.7	-0.2
O=C(Cc1cccs1)N1CCCC(c2nc3c(nnn3Cc3ccccc3Cl)c(=O)[nH]2)C1 (stereo not drawn)	-0.11	-1.2
C=CC[C@@H](CC(=O)NCCO)C(=O)N[C@H](COC(=O)[C@H](CC=C)CC(=O)OC(C)(C)C)Cc1c[nH]c2ccccc12	.	-1.7
Cc1ccccc1Oc1ccc(Oc2ccccc2C)nn1	-0.34	-2.0
O=C(N/N=C/c1ccccc1O)C1(O)c2ccccc2-c2ccccc21	0.4	0.2
Cc1c(Cl)cccc1NC(=O)CCC(=O)NNC(=O)c1ccco1	1.35	0.5
O=C(Nc1ccc(Cl)c(Cl)c1)Nc1nnc(CC2=CCCCC2)s1	-2.48	0.2
CCCOC(=O)c1ccc(NC(=O)c2cc(=O)[nH]c3ccccc23)cc1	-1.29	-1.4
Cc1ccc(OCCNC(=O)CNC(=O)c2ccc(Cl)c([N+](=O)[O-])c2)cc1	.	-0.9
C=CCN1C(=O)c2ccc(C(=O)N(C)CC(=O)Nc3ccccc3C(F)(F)F)cc2C1=O	-1.1	-1.1
COc1ccc(C(=O)O)cc1S(=O)(=O)NC1CCN(Cc2ccccc2)CC1	.	-1.0
CCn1cc(C(=O)NCC2CCCO2)c(=O)c2cc(S(=O)(=O)N(C)C)ccc21 (stereo not drawn)	0.52	-0.6
COc1cccc(N2CCN(CC(=O)Nc3nc4c(s3)CC(C)CC4)CC2)c1 (stereo not drawn)	-0.82	-1.0
O=c1ccc2ccc(OCCOc3cccc(Cl)c3)cc2o1	-1.26	0.4
O=C(N/N=C/c1cccc(O)c1)c1ccc2c(c1)OCCO2	0.12	2.5
COc1cc(NC(=O)C2CCCN(S(=O)(=O)c3ccc4c(c3)CCCN4C(C)=O)C2)cc(OC)c1 (stereo not drawn)	1.39	-1.3
Cc1nc(CNS(=O)(=O)c2ccc3ccccc3c2)cs1	-0.77	-0.2
CC(=O)Nc1ccc(S(=O)(=O)Nc2ccc(N3CCOCC3)c(F)c2)cc1	-0.83	0.4
Cc1ccc(NC(=O)CSc2ccc(-c3ccc4c(c3)OCO4)nn2)cc1F	1.03	-1.7
COc1ccccc1N(CCC#N)C(=O)CSc1nnc2ccccn12	.	0.6
COCCN(C(C)=O)c1nnc(-c2ccccn2)s1	-0.07	-0.3
CCCCNC(=O)C1CCN(S(=O)(=O)N2CCOCC2)CC1	-0.21	-2.3
O=C(O)c1c(-c2ccccc2)c2oc3ccccc3c2[nH]c1=O	-1.11	1.2
CCOC(=O)N1CCc2c(sc3c2c(=O)n(Cc2ccccc2)c(=O)n3Cc2ccc(C)cc2)C1	-1.17	-0.2
C[C@H](CO)N1C[C@H](C)[C@@H](CN(C)CC2CCCCC2)Oc2ccc(NS(C)(=O)=O)cc2C1=O	.	-0.9
CCCC(c1nnnn1Cc1ccc(F)cc1)N1CCN(CC)CC1 (stereo not drawn)	2.19	1.4
CCOc1ccc(NC(=O)c2ccccc2OC)cc1	0.13	3.4
O=C(/C=C/c1ccc2c(c1)OCO2)NC1CCCC1	-0.51	2.0
COc1cc(C(=O)N2CCC(c3nc(-c4cccnc4)no3)CC2)cc(OC)c1OC	0.94	-0.2
O=[N+]([O-])c1cccc(/C=N/Nc2nc(NCc3ccccc3)nc(N3CCOCC3)n2)c1	-1.29	-0.3
c1ccc(-c2nc(N3CCNCC3)nc3ccccc23)cc1	-7.15*	0.3
CCOC(=O)C(NC(=O)c1ccccc1)(Nc1cccc(C)n1)C(F)(F)F (stereo not drawn)	-0.04	-0.8
CCOc1ccc(Oc2ccc(Cl)cc2NC(=O)CCNC(C)=O)cc1	-1.04	-1.6
CN(c1ccccc1)S(=O)(=O)c1ccc(NC(=O)COc2ccccc2)cc1	-1	-1.5
O=C(COc1ccc(Br)cc1)N/N=C1\SCC(=O)N1c1ccc(F)cc1	3.12	-2.3
O=C(C[C@@H]1C/C=C\CCCC(=O)OC[C@@H](c2ccccc2)NC1=O)NCCO	.	-3.1
Cn1c(=O)c2c(SCC(=O)NCC3CCCO3)nc(CC(C)(C)C)nc2n(C)c1=O (stereo not drawn)	1.04	-1.2

(listing goes on)
SMILES	Kir21 inh	STK33 inh
Cc1ccc(C(=O)NNc2ncnc3ccccc23)cc1	0.51	-0.4
C=C(C)Cn1c(-c2cccc([N+](=O)[O-])c2)n[nH]c1=S	-1.79	0.9
O=C(N/N=C/c1ccccn1)C(=O)N1CCCCCC1	-0.71	-2.1
COc1cc(OC)cc(-c2c(-c3ccc(F)cc3)c3cc(-c4ccc5[nH]ccc5c4)ccc3n2C)c1	.	-0.3
CCN(CC)c1ccc(/C=N/NC(=O)c2ccoc2C)cc1	0.27	5.2
O=C(c1ccc(Cl)cc1)[C@@H]1[C@@H]2C(=O)N(c3ccc(Cl)cc3)C(=O)[C@@H]2C2c3ccccc3C=NN21 (stereo partly drawn)	0.07	10.7
CC(C)(C)OC(=O)NCCCCCNC(=O)c1nc[nH]c1C(=O)N1CCN(C(=O)OC(C)(C)C)CC1	.	-1.4
COc1cccc(-c2nn(-c3ccccc3)cc2C(=O)n2nnc3ccccc32)c1	0.38	-0.1
CCN1C(=O)C2(/C(=C(\O)c3ccc4c(c3)OCCO4)C(=O)C(=O)N2CCCOC)c2ccccc21 (stereo not drawn)	-0.88	-0.4
CC(=O)c1c(C)[nH]c(C(=O)Nc2ccc(Cl)cc2F)c1C	0.05	-3.4
Cc1nn(C(=O)CNS(=O)(=O)c2ccccc2)c(C)c1Sc1ccc(Cl)cc1	-0.96	2.6
CCC(CO)Nc1ccc(-c2n[nH]c(=O)c3ccccc23)cc1[N+](=O)[O-] (stereo not drawn)	-2.92	-1.3

Single records, as listed above. Screens in order: Kir21 inh	STK33 inh
Profile of Cc1nn(C(=O)CNS(=O)(=O)c2ccccc2)c(C)c1Sc1ccc(Cl)cc1 → -0.96	2.6
Profile of O=C(c1ccc(Cl)cc1)[C@@H]1[C@@H]2C(=O)N(c3ccc(Cl)cc3)C(=O)[C@@H]2C2c3ccccc3C=NN21 (stereo partly drawn) → 0.07	10.7
Profile of CC(=O)c1c(C)[nH]c(C(=O)Nc2ccc(Cl)cc2F)c1C → 0.05	-3.4

(more compounds)
SMILES	Kir21 inh	STK33 inh
CCc1ccc(C2C(C#N)=C(N)Oc3n[nH]c(CC(=O)OC)c32)cc1 (stereo not drawn)	0	-0.8
O=C(Cc1ccccc1)Nc1ccc(C(=O)O)cc1	0.95	-2.2
CC(C)c1cccc(C(C)C)c1NC(=O)COC(=O)[C@H](C)NC(N)=O	-1.52	0.1
Cc1ccc(C(=O)NCCc2cccs2)cc1	-1.08	-1.4
Cc1cc(C)nc(Nc2n[nH]c(Cc3ccccc3)n2)n1	0.04	.
CCCc1cc(=O)[nH]c(SCC(=O)c2ccc3c(c2)OCCO3)n1	0.22	-1.7
CC(=O)Nc1cc(C(=O)NCc2ccco2)ccc1Sc1ccc(C)cc1	0.05	-0.2
Cc1ccc(Oc2nc(-c3ccccn3)nc3ccccc23)cc1	0.1	-1.9
NCCCCC(N)c1cn([C@@H](CCC(=O)O)C(=O)N2CCNCC2)nn1 (stereo partly drawn)	.	0.2
CCOC(=O)C1(Cc2ccccc2)CCN(Cc2cccc3nccnc23)CC1	-1.5	-0.7
CCCCc1n[nH]c2c1/C(=N/O)CC(c1ccccc1)C2 (stereo not drawn)	-0.17	0.6
CCOc1ccc(OCCCCn2cnc3ccccc3c2=O)cc1	-0.46	-1.7
O=C(NCCCn1ccnc1)C(=O)NCC1OCCN1S(=O)(=O)c1ccc(Br)cc1 (stereo not drawn)	0.2	-0.5
NC(=O)CN1CCN(CCN2C(=O)c3cccc4cccc(c34)C2=O)CC1	0.38	1.0
O=C(Nc1ccc2c(c1)C(=O)NC2=O)c1ccccc1Cl	0.17	0.4
O=C(COC(=O)c1cccc(NS(=O)(=O)c2ccc(F)c(F)c2)c1)NC(=O)NC1CCCC1	-3.4	-1.8
O=C(Oc1cccc(NC(=O)c2ccccc2Cl)c1)c1ccc([N+](=O)[O-])cc1	0.06	0.2
O=C(COC(=O)c1c(F)cccc1F)NCc1cccs1	.	-1.9
COc1ccc(-c2[nH]c(-c3ccc4c(c3)OCO4)nc2-c2ccccc2)cc1	0.84	-1.0
Cc1c(NC(=O)CSc2cccc3cccnc23)c(=O)n(-c2ccccc2)n1C	-0.04	-1.9
N#CC1=C2SCN(Cc3ccccc3)CN2C(=O)CC1c1ccccc1F (stereo not drawn)	-0.63	-0.3
CN(c1cc(=O)n2ccccc2n1)C1CCCCC1	-0.66	1.1
Cn1nnnc1SCC(=O)Nc1ccc2c(c1)OCCO2	-0.45	0.1
CCc1nc2sc3ccccc3c(=O)c2c(=O)n1Cc1ccc(OC)cc1	0.08	-0.9

Given with each value named: part of the list above.
O=C(Oc1cccc(NC(=O)c2ccccc2Cl)c1)c1ccc([N+](=O)[O-])cc1
  Kir21 inh: 0.06 | STK33 inh: 0.2
O=C(COC(=O)c1cccc(NS(=O)(=O)c2ccc(F)c(F)c2)c1)NC(=O)NC1CCCC1
  Kir21 inh: -3.4 | STK33 inh: -1.8
CCc1nc2sc3ccccc3c(=O)c2c(=O)n1Cc1ccc(OC)cc1
  Kir21 inh: 0.08 | STK33 inh: -0.9

Going on with the list.
SMILES	Kir21 inh	STK33 inh
CC(=O)NCCc1nc2cc(NC(=O)c3ccccc3Cl)ccc2n1C	1.18	-0.7
Cn1c(NC(=O)Cc2cccc3ccccc23)cc(=O)n(C)c1=O	0.92	-0.9
CC(C)(C)C(=O)/C=c1\[nH]c(=O)/c(=C\c2ccccc2F)s1	0	-0.1
Cn1c(=O)c(C(=O)NCc2ccc(Cl)cc2)c(O)c2ccccc21	1.77	-0.7
